Screening results as filed in PubChem BioAssay.
Yp Topo-I inh – Yersinia pestis topoisomerase I inhibitors, primary screen, biochemical, cleavage product accumulation, plate reader, single point; DNA topoisomerase I (Yersinia pestis CO92); Y. pestis Topo-I cleavage product accumulation; activity, % at 10 µM; actives 0.064% (n = 360,000); AID 504884, 2011; in the data active = activity above about 50%, passing the limit was not always enough; note: inactives centre near 2
3CLpro inhibitor – SARS-CoV 3CLpro protease inhibitors, primary screen, biochemical, quenched FRET; AID 1706, 2009; inhibition, % at 6 µM; recombinant SARS-CoV 3CLpro, quenched FRET peptide cleavage; actives 0.14% (n = 290,000); Replicase polyprotein 1ab (Severe acute respiratory syndrome coronavirus), P0C6X7; in the data active = inhibition above about 12%
DUSP3 inh – VHR1 phosphatase inhibitors, primary screen, biochemical, absorbance, uHTS. inhibition, % at 13.3 µM. recombinant VHR phosphatase, pNPP absorbance. Dual specificity protein phosphatase 3 (Homo sapiens), P51452. actives 0.52% (n = 290,000); in the data active = inhibition above about 50%; note: some compounds called inactive have numbers as strong as hits
Target sequence (P51452 whole entry, looked up): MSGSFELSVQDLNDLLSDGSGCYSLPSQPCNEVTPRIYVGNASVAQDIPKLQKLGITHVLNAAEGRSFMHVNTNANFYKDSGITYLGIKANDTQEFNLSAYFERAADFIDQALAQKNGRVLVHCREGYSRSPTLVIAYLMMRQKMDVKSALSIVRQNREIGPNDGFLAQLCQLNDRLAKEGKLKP
BH1578 lux ind – inducers of Vibrio cholerae quorum light production without autoinducers, primary screen, BH1578 luxS cqsA deficient, single point. V. cholerae BH1578 lux reporter, luminescence, 6 h. activation, % at 18.7 µM. actives 0.16% (n = 350,000). AID 588436, 2011; in the data active = activation mostly above about 9.7%, no sharp cut-off; note: not every result past the cut was called active; inactives centre near 0; reference of the scale not given here
SSB-PriA inh – inhibitors of Klebsiella pneumoniae PriA binding to SSB C-terminal tail, primary screen, biochemical, AlphaScreen; PriA–SSB C-terminal tail interaction (Klebsiella pneumoniae); inhibition, % at 33 µM; AID 1272365, 2023; AlphaScreen SSBct-PriA binding, biotinylated peptide; actives 0.6% (n = 430,000); in the data active = inhibition mostly above about 37%, no sharp cut-off; inactive = mostly below about 20%;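 note: plate controls were negative control peptide for no effect and reference peptide for full effect; strong numbers were not always called active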
Rv3671c inh – Rv3671c serine protease inhibitors, primary screen, biochemical, fluorescence polarization, M. tuberculosis H37Rv; inhibition, % at 5.96 µM; actives 0.048% (n = 320,000); AID 2606, 2010; in the data active = inhibition above about 38%;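 note: extracellular domain of Rv3671c used as enzyme; 0% = enzyme with DMSO and 100% = no enzyme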
Target sequence (P9WHR9 whole entry, looked up, the tested form may be a part): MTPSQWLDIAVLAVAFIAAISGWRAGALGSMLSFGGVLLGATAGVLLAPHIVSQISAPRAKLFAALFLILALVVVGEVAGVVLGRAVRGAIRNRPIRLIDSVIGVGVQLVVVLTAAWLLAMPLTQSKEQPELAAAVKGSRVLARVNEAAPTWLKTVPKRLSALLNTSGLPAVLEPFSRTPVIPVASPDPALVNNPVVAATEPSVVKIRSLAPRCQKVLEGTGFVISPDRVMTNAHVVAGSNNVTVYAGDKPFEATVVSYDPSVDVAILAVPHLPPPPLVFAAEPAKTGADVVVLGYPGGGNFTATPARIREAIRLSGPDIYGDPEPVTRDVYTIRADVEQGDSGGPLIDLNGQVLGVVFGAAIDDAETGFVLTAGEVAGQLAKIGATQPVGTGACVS
MazF activator – activators of E. coli MazEF toxin-antitoxin RNase, primary screen, biochemical, fluorescence, uHTS; activation, % at 20 µM; actives 0.32% (n = 350,000); Endoribonuclease toxin MazF (Escherichia coli (strain K12)), P0AE70; AID 504720, 2011; FAM/BHQ RNA-DNA oligo cleavage fluorescence, 5 h; in the data active = activation above about 50%
Target sequence (P0AE70 whole entry, looked up): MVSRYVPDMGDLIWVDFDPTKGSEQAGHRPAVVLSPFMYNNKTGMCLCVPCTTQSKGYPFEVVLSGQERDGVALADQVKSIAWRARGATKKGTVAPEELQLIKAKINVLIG
PrPC surface inh – inhibitors of human cell surface prion protein PrPC, primary screen, cell-based, TR-FRET; Major prion protein (Homo sapiens), P04156; TR-FRET read-out; inhibition, % at 13.8 µM; actives 0.43% (n = 370,000); AID 720596, 2013; in the data active = inhibition above about 24%; note: 0% = median of the test wells and 100% = reference compound wells
CCHF vOTU inh – CCHFV vOTU protease inhibitors, primary screen, biochemical, Pep-AMC substrate, fluorescence. Crimean-Congo hemorrhagic fever virus L polyprotein viral ovarian tumor (vOTU) protease …. inhibition, % at 11.5 µM. actives 0.55% (n = 370,000); in the data active = inhibition above about 30%; note: 0% = vehicle wells with enzyme and 100% = no enzyme wells
TcdB inh – TcdB glycohydrolase inhibitors, primary screen, biochemical, single point, plate reader; Toxin B (Clostridioides difficile), P18177; TcdB glycohydrolase enzymatic assay; inhibition, % at 9.99 µM; actives 0.24% (n = 350,000); AID 652162, 2013; in the data active = inhibition above about 10%
The depositor's hits bear a star; i = inactive; · = not tested or not shown; & = joins results of further samples. Only part of the results is shown; rates above refer to the full screens.

Each structure is followed by: MazF activator	TcdB inh	SSB-PriA inh	CCHF vOTU inh	BH1578 lux ind	Yp Topo-I inh	DUSP3 inh	PrPC surface inh	Rv3671c inh	3CLpro inhibitor
Clc1ccc(CO/N=C/c2cccs2)cc1
    -7	-10	i	10	-0.1	-3	9	4	6	3
CC(=O)Nc1ccc(NC(=O)CCNC(=O)c2ccccc2Cl)cc1
    4	1.0	1	-6	i	1	-3	-1	8	0
Cc1ccccc1OCC(=O)NNC(=O)Nc1ccc(Cl)cc1
    5	·	-22	14	i	-6	9	12	2	5
CS(=O)(=O)N1N=C(c2ccc(Br)cc2)CC1c1ccc2c(c1)OCO2 (stereo not given)
    46	·	-2	·	-0.4	-11	10	·	-1	-4
CC1=C(C(=O)Nc2ccc(C)cc2C)C(c2cccc([N+](=O)[O-])c2)n2nc(C(=O)OC(C)C)nc2N1 (stereo not given)
    -22	-0.7	-7	-11	-0.4	-1	24	0	-8	7
Cc1ccc(C(=O)CSc2nnnn2Cc2ccccc2)cc1C
    -2	1.3	-11	8	-2.4	4	-11	-1	-4	2
COc1ccc(Cl)cc1NC(=O)CC1S/C(=N/N=C2CCCCCC2)NC1=O (stereo not given)
    3	1.9	·	8	-1.6	32	4	2	-10	6
N#CCSc1nnc(N)s1
    5	·	-14	5	0.4	0	0	-3	5	-3
Cc1nc2ncnn2c(C)c1C/C=C/c1ccccc1
    0	2.2	-15	-5	1.5	-6	28	-2	1	1
Cc1cccc(CC(=O)Nc2ccon2)c1
    12	1.5	1	-6	-0.5	3	47	-4	2	-5
O=C(CN1CCCCCC1)NN(Cc1ccccc1)c1ccccc1
    -2	1.3	-5	-9	-0.8	-1	29	-3	4	6
Cc1n[nH]c(=S)n(/N=C/c2cccc([N+](=O)[O-])c2)c1=O
    3	0.2	i	-7	-1.1	-6	-3	5	7	-3
O=c1oc2ccccc2c2c1ncn2C1CCCCC1
    5	·	-14	-10	2.0	2	1	-5	3	-1
COC(=O)CCC(=O)Nc1ccc(NC(=O)CCC(=O)OC)cc1
    4	·	-4	-3	i	-4	-10	0	-3	-3
O=C(c1ccccc1)c1cccs1
    2	0.5	5	-4	-0.1	-2	3	-2	0	0
O=C(OCc1c(-c2ccccc2)ncc2ccccc12)c1ccco1
    4	0.1	-3	0	i	16	·	1	1	·
CCCNC(=O)c1cc(-c2ccco2)on1
    4	·	4	-13	0.0	-13	0	-2	-1	2
COc1ccc(-c2cc(=Nc3ccccc3)c3cc(C)ccc3o2)cc1
    -2	-0.4	29	-147	i	13	2	3	1	2
Cc1ccc2c(C)nc(Nc3nc(CSc4nnc(C)s4)cc(=O)[nH]3)nc2c1
    96*	·	-6	5	-0.2	13	17	-3	4	-2
C[C@H]1CN([C@@H](C)CO)S(=O)(=O)c2ccc(Br)cc2O[C@@H]1CN(C)C(=O)C1CCOCC1
    1	1.3&0.0	·	-5	-2.4	6	·	-2	·	·
CCCOc1ccc(C(O)(CCN2CCCCC2)c2ccccc2OC)cc1 (stereo not given)
    2	1.5	-6	5	-0.3	-1	-12	-4	-7	-1
Cc1ccc(CNC(=O)C2CC(=O)N(CCC(C)C)C2)cc1 (stereo not given)
    -12	1.0	-7	9	-2.1	7	27	-2	9	-4
Cc1ccc(-n2c(N)c(S(=O)(=O)c3ccccc3)c3nc4ccccc4nc32)cc1
    -9	0.5	-15	-40	-3.6	13	3	7	-3	2
CC(CC(C)C(=O)Nc1ccccc1C(C)(C)C)C(=O)O (stereo not given)
    6	·	-14	3	3.0	-2	4	-1	-7	-4
O=C(NC1CC1)c1sc2cc([N+](=O)[O-])ccc2c1Cl
    3	·	-15	19	-0.2	-5	-8	-49	6	-8
CCc1ccc(C(O)c2ncc(-c3ccccc3F)[nH]2)cc1 (stereo not given)
    ·	0.5	·	-3	i	-8	·	7	·	·
O=C(Nc1ccc(CN2CCOCC2)cc1)c1ccco1
    -5	0.1	-5	-4	-0.3	-8	8	-3	9	5
COc1ccc(NC(=O)CSc2nnc(-c3cc(C)[nH]n3)n2N)cc1
    2	-0.3	-10	-8	-0.3	-1	-9	1	0	5
O=C(Nc1ccc(S(=O)(=O)Nc2ccccn2)cc1)C(F)(F)F
    3	1.3	-16	-7	-0.6	0	-2	-8	5	-6
COc1cccc(-n2c(=O)n(Cc3ccccc3)c(=O)c3[nH]cnc32)c1C
    -9	0.6	0	-13	-0.6	-2	25	6	-8	-3
COc1ccc(NS(=O)(=O)c2ccc3c(c2)NC(=O)CO3)c(OC)c1
    0	1.2	-10	-2	-0.4	-2	-2	7	2	3
COc1cccc(-c2noc(-c3cccnc3)n2)c1
    11	·	-23	-2	3.2	-10	3	2	4	0
COC(=O)c1ccc(NC(=S)N2CCN(Cc3ccccc3)CC2)cc1
    -8	·	-3	-5	i	-3	6	5	2	-2
O=C(c1cnn2ccccc12)N1CCCc2ccccc21
    4	2.6	-10	-7	-0.2	-3	29	5	-8	-5
CC(=O)Nc1cc(-c2cccc(NS(C)(=O)=O)c2)cn2c(-c3cccc(C(F)(F)F)c3)cnc12
    ·	2.5	·	7	i	39	·	2	·	·
Cc1ccc(Nc2n[nH]c(C)c2[N+](=O)[O-])c(C)c1
    4	0.7	2	8	-0.3	-5	-8	1	-3	2
COc1ccccc1NC(=O)C(C)OC(=O)CSCC(=O)Nc1cc(C)on1 (stereo not given)
    5	0.9	-17	-3	i	5	·	5	-6	·
O=C1c2cccnc2C(Nc2ccc(F)c(Cl)c2)N1Cc1cccs1 (stereo not given)
    1	0.2	-13	-4	i	1	6	1	9	-1
CC(C)OC(=O)CSc1nnc(COc2ccc([N+](=O)[O-])cc2)n1C
    -16	-0.2	-13	0	-0.4	18	11	-9	-1	-1
OC(CC#CCN1CCOCC1)(c1ccccc1)c1ccccc1
    5	1.8	-10	13	-0.7	-9	-12	-2	2	-3
COc1ccc(N(C(=O)c2cnccn2)C(C(=O)NC2CCCCC2)c2ccc(Cl)cc2)cc1 (stereo not given)
    17	·	-10	7	0.8	27	·	2	-1	0
CC(C)(C)C1CCC(OCC(O)CN2CCN(c3ccccn3)CC2)CC1 (stereo not given)
    11	-0.8	10	13	-1.4	-2	18	5	4	3
O=C(O)Cn1c(=O)n(Cc2ccccc2)c2ccccc21
    -12	0.6	-21	-10	i	6	11	6	·	3
COc1ccc(C(=O)NCC(=O)OCc2ccc(F)cc2)cc1
    12	-1.7	-7	12	-0.2	11	-7	2	-2	2
COc1cc(C(=O)N2CCCN(c3nc4cc(C)ccc4cc3C#N)CC2)cc(OC)c1OC
    -2	·	-10	-7	·	·	2	-8	-6	·

Some of the entries so far, as a markdown table.
| SMILES | MazF activator | TcdB inh | SSB-PriA inh | CCHF vOTU inh | BH1578 lux ind | Yp Topo-I inh | DUSP3 inh | PrPC surface inh | Rv3671c inh | 3CLpro inhibitor |
| --- | --- | --- | --- | --- | --- | --- | --- | --- | --- | --- |
| O=C(Nc1ccc(CN2CCOCC2)cc1)c1ccco1 | -5 | 0.1 | -5 | -4 | -0.3 | -8 | 8 | -3 | 9 | 5 |
| COc1ccc(NC(=O)CSc2nnc(-c3cc(C)[nH]n3)n2N)cc1 | 2 | -0.3 | -10 | -8 | -0.3 | -1 | -9 | 1 | 0 | 5 |
| O=C(Nc1ccc(S(=O)(=O)Nc2ccccn2)cc1)C(F)(F)F | 3 | 1.3 | -16 | -7 | -0.6 | 0 | -2 | -8 | 5 | -6 |
| COc1cccc(-n2c(=O)n(Cc3ccccc3)c(=O)c3[nH]cnc32)c1C | -9 | 0.6 | 0 | -13 | -0.6 | -2 | 25 | 6 | -8 | -3 |
| COc1ccc(NS(=O)(=O)c2ccc3c(c2)NC(=O)CO3)c(OC)c1 | 0 | 1.2 | -10 | -2 | -0.4 | -2 | -2 | 7 | 2 | 3 |
| COc1cccc(-c2noc(-c3cccnc3)n2)c1 | 11 | · | -23 | -2 | 3.2 | -10 | 3 | 2 | 4 | 0 |
| COC(=O)c1ccc(NC(=S)N2CCN(Cc3ccccc3)CC2)cc1 | -8 | · | -3 | -5 | i | -3 | 6 | 5 | 2 | -2 |
| O=C(c1cnn2ccccc12)N1CCCc2ccccc21 | 4 | 2.6 | -10 | -7 | -0.2 | -3 | 29 | 5 | -8 | -5 |
| CC(=O)Nc1cc(-c2cccc(NS(C)(=O)=O)c2)cn2c(-c3cccc(C(F)(F)F)c3)cnc12 | · | 2.5 | · | 7 | i | 39 | · | 2 | · | · |
| Cc1ccc(Nc2n[nH]c(C)c2[N+](=O)[O-])c(C)c1 | 4 | 0.7 | 2 | 8 | -0.3 | -5 | -8 | 1 | -3 | 2 |
| COc1ccccc1NC(=O)C(C)OC(=O)CSCC(=O)Nc1cc(C)on1 (stereo not given) | 5 | 0.9 | -17 | -3 | i | 5 | · | 5 | -6 | · |
| O=C1c2cccnc2C(Nc2ccc(F)c(Cl)c2)N1Cc1cccs1 (stereo not given) | 1 | 0.2 | -13 | -4 | i | 1 | 6 | 1 | 9 | -1 |
| CC(C)OC(=O)CSc1nnc(COc2ccc([N+](=O)[O-])cc2)n1C | -16 | -0.2 | -13 | 0 | -0.4 | 18 | 11 | -9 | -1 | -1 |
| OC(CC#CCN1CCOCC1)(c1ccccc1)c1ccccc1 | 5 | 1.8 | -10 | 13 | -0.7 | -9 | -12 | -2 | 2 | -3 |
| COc1ccc(N(C(=O)c2cnccn2)C(C(=O)NC2CCCCC2)c2ccc(Cl)cc2)cc1 (stereo not given) | 17 | · | -10 | 7 | 0.8 | 27 | · | 2 | -1 | 0 |
| CC(C)(C)C1CCC(OCC(O)CN2CCN(c3ccccn3)CC2)CC1 (stereo not given) | 11 | -0.8 | 10 | 13 | -1.4 | -2 | 18 | 5 | 4 | 3 |

(next part)
Each structure is followed by: MazF activator	TcdB inh	SSB-PriA inh	CCHF vOTU inh	BH1578 lux ind	Yp Topo-I inh	DUSP3 inh	PrPC surface inh	Rv3671c inh	3CLpro inhibitor
CCCn1c(C(CO)Nc2nc(C)cs2)nc2ccccc21 (stereo not given)
    2	0.8	-6	-5	-1.0	-3	59*	-4	0	0
COC(=O)C[C@H]1C[C@@H]2c3cc(NC(=O)Nc4ccccc4)ccc3O[C@@H]2[C@@H](CO)O1
    4	0.6&1.0	·	-2	-2.3	4	·	-6	·	·
Nc1nc2ncc(C(=O)c3cc(F)ccc3O)cc2s1
    10	2.2	-8	-8	-2.0	-2	-1	-14	-15	3
O=c1[nH]c(=O)n(Cc2ccco2)c(O)c1C=NCc1ccco1
    0	·	3	-11	-2.2	9	0	-2	-4	1
C=CCn1c(C)cc(C(=O)COC(=O)[C@@H](NC(=O)c2ccccc2Cl)C(C)C)c1C
    -10	0.2	9	-2	-0.4	17	22	-5	1	3
CCN(CC)C(=O)c1[nH]cnc1C(=O)N[C@@H](Cc1ccccc1)C(=O)OC(C)(C)C
    5	1.1	-12	5	-0.4	-5	17	0	3	-5
CCOc1ccc(C(C)=O)cc1COC(=O)c1ccccc1C(=O)N(C)Cc1ccccc1
    0	1.0	-15	13	-5.6	28	·	-4	·	·
CN(Cc1ccc(F)cc1)C(=O)c1cccc(OC2CCN(C3CCCC3)CC2)c1
    0	-0.1	-6	-1	-0.2	7	22	-3	1	7
